Assay outcomes (PubChem BioAssay)
MBD2 inh – inhibitors of MBD2 binding to methylated DNA, primary screen, biochemical, TR-FRET, DNA-binding domain, human | Methyl-CpG-binding domain protein 2 (Homo sapiens), Q9UBB5 | MBD2 binding to methylated oligonucleotide | inhibition, % at 4.4 µM | 0.31% of 370,000 active; in the data active = inhibition above about 13%
Tn7 DDE FP – inhibitors of Tn7 peptide binding to fibrin DD(E), primary screen, biochemical, fluorescence polarization, human fibrin, Tn7 probe. Fibrinogen beta chain (Homo sapiens), P02675. FP displacement of FITC-Tn7 peptide from fibrin DD(E); 0% = median of compound wells per plate. inhibition, % at 8.3 µM. 0.13% of 370,000 active. AID 720508, 2013;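 active = inhibition above the mean of compounds falling within the control limits plus 3 SD of them, cut at about 14% in these data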;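 also: 0% = plate median of compound wells and 100% = 10 µM Aha-Tn7 peptide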
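Test system – human fibrin DD(E) · Times – 10 min preincubation, 3 h with tracer, room temperature · Detection – fluorescence polarization of the labelled Tn7 tracer · Measure – percent inhibition normalized to high-control wells · Benchmarks – high control wells with 10 µM unlabelled Aha-Tn7 peptide (full inhibition) · Repeats – singlicate testing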
PRMT1 inh – PRMT1 methyltransferase inhibitors, primary screen, biochemical, fluorescence polarization; recombinant PRMT1, activity-based probe fluorescence polarization; Protein arginine N-methyltransferase 1 (Homo sapiens), Q99873; 1.3% of 370,000 active; inhibition, % at 2.79 µM;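 active = inhibition above about 21% made by adding two undisclosed values, limit read from the data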
UHRF1 MBD2 ctr – UHRF1 methylated DNA binding inhibitors, primary screen, counter-screen for MBD2 inhibitor project, biochemical, TR-FRET, human UHRF1, single concentration. UHRF1 binding to methylated oligo. inhibition, % at 4.4 µM. AID 687016, 2013. E3 ubiquitin-protein ligase UHRF1 (Homo sapiens), Q96T88. 0.75% of 370,000 active; in the data active = inhibition above about 21%;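 also: UHRF1 SRA domain binding a hemimethylated CpG hairpin DNA probe; 0% = median of test compound wells and 100% = reference inhibitor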
Target sequence (Q96T88 whole entry, looked up, the tested form may be a part): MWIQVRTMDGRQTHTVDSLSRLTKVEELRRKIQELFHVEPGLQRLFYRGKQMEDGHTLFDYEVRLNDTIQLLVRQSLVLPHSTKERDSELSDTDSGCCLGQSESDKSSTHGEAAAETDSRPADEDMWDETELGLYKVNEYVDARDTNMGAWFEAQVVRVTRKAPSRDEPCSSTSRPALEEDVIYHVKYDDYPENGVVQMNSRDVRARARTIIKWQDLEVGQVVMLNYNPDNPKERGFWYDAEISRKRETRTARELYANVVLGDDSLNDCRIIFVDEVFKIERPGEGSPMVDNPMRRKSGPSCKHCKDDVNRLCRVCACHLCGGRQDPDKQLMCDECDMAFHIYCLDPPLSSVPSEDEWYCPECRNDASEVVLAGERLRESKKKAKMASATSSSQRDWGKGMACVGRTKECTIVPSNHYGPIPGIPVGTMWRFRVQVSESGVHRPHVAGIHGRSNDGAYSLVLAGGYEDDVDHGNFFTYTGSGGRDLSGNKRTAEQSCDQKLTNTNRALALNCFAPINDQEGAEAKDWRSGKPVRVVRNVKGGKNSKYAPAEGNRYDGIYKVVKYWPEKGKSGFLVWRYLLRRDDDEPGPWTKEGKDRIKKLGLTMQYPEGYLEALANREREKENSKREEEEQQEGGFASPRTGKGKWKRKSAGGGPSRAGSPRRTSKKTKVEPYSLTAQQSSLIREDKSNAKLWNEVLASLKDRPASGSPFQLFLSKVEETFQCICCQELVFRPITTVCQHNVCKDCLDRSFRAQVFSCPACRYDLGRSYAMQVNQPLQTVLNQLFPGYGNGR
LEDGF integ inh – blockers of LEDGF/p75-dependent integrase strand transfer – biochemical, TR-FRET, high throughput, primary screen. 0.64% of 370,000 active. TR-FRET IN-LEDGF/p75 DNA integration, Eu/Cy5. inhibition, % at 3.7 µM. HIV-1 integrase (with human LEDGF/p75). AID 743269, 2014;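 active = inhibition above the screen-wide mean plus 3 SD, cut at about 13% in these data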;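 also: signal is the Cy5 over europium emission ratio at 671 and 618 nm; 0% = plate median of compound wells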
TCR CD3 inh – inhibitors of human TCR-CD3 interaction, primary screen, biochemical, fluorescence, TAMRA-labeled TCR probe; T-cell receptor (TCR); inhibition, % at 9.4 µM; 0.37% of 360,000 active; AID 651800, 2012; in the data active = inhibition above about 19%;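 also: recombinant mutant TCR 2C K166C tagged with TAMRA read by polarization; 0% = receptor in buffer alone and 100% = receptor with positive control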
TDP2 inh – human TDP2 enzyme inhibitors, primary screen, biochemical, epi absorbance, recombinant enzyme | Tyrosyl-DNA phosphodiesterase 2 (Homo sapiens), O95551 | AID 720702, 2013 | inhibition, % at 12.8 µM | 0.34% of 370,000 active | T5PNP hydrolysis, p-nitrophenol absorbance 415 nm;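 active = inhibition above the mean of all tested compounds plus 3 SD, set per campaign, cut at about 25% in these data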;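 also: 0% = DMSO with enzyme and 100% = buffer with substrate but no TDP2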
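Evaluation: % inhibition relative to enzyme-containing and enzyme-free wells. Material: recombinant human TDP2. Benchmarks: enzyme-free and DMSO wells. Timing: enzyme reaction with compound for 2 h at 37 °C. Compound dosing: 12.8 µM only. Measured by: p-Nitrophenol epi absorbance. Reagent: T5PNP substrate at 5 mM, a TopII-DNA adduct mimic. Replication: single well per compound.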
SIAE inh – human SIAE inhibitors, primary screen, biochemical, fluorescence polarization, FP-Rh probe, 1536-well HTS. Sialate O-acetylesterase (Homo sapiens), Q9HAT2. SIAE FP-Rh probe binding. inhibition, % at 9.66 µM. 0.69% of 370,000 active;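 active = inhibition above a cutoff: mean of compounds within the control limits plus 3 SD of those, cut at about 17% in these data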;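 also: 0% = plate median of compound wells and 100% = probe without SIAE protein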
DDE Tn6 FP inh – inhibitors of Tn6 peptide binding to fibrin DD(E), primary screen, biochemical, fluorescence polarization, human fibrin, Tn6 probe; Fibrinogen beta chain (Homo sapiens), P02675; Fibrin DD(E) TRITC-Tn6 fluorescence polarization displacement; inhibition, % at 8.3 µM; 0.21% of 370,000 active; AID 720509, 2013;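 active = inhibition above a per-campaign cutoff: mean of compounds within control limits plus 3 SD, cut at about 15% in these data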;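 also: 0% = median of all compound wells on the plate and 100% = blocking peptide control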
KLK7 zymogen act – proKLK7 zymogen activators, primary screen, biochemical, fluorescence intensity; purified proKLK7, EDANS-DABCYL substrate fluorescence; 100% is mature enzyme control, 0% vehicle; 0.9% of 370,000 active; Kallikrein-7 (Homo sapiens), P49862; activation, % at 7 µM;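 active = activation above the mean of all tested compounds plus 3 SD, computed per campaign excluding outliers beyond control limits, cut at about 13% in these data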
Target sequence (P49862 whole entry, looked up): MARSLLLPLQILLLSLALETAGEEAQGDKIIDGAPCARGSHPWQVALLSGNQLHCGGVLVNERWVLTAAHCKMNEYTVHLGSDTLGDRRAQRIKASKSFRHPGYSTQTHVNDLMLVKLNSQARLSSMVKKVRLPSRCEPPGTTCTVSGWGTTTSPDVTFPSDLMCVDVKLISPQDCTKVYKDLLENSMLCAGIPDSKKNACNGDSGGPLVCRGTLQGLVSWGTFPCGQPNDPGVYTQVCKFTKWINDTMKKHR
Starred values were filed as active, the others as inactive; · = no result given.

The opening 2 compounds, ahead of the listing:
SMILES | MBD2 inh | Tn7 DDE FP | PRMT1 inh | UHRF1 MBD2 ctr | LEDGF integ inh | TCR CD3 inh | TDP2 inh | SIAE inh | DDE Tn6 FP inh | KLK7 zymogen act
Cc1ccccc1C(=O)N=c1ccn(-c2nc3ccccc3nc2NS(=O)(=O)c2ccc(F)cc2)cc1 | 2 | 3 | 0 | 21* | -3 | 1 | -3 | 0 | -2 | -0.4
O=C(Nc1ccc(Br)cc1)N1CCCCCC1 | 1 | 4 | 2 | 0 | 0 | -2 | 3 | 2 | 3 | -0.8

The listing, previewed entries included:
SMILES | MBD2 inh | Tn7 DDE FP | PRMT1 inh | UHRF1 MBD2 ctr | LEDGF integ inh | TCR CD3 inh | TDP2 inh | SIAE inh | DDE Tn6 FP inh | KLK7 zymogen act
Cc1ccccc1C(=O)N=c1ccn(-c2nc3ccccc3nc2NS(=O)(=O)c2ccc(F)cc2)cc1 | 2 | 3 | 0 | 21* | -3 | 1 | -3 | 0 | -2 | -0.4
O=C(Nc1ccc(Br)cc1)N1CCCCCC1 | 1 | 4 | 2 | 0 | 0 | -2 | 3 | 2 | 3 | -0.8
COc1ccc(NCc2ccc([N+](=O)[O-])s2)cc1 | -9 | -3 | 2 | -3 | 0 | -4 | 11 | 7 | 7 | -0.3
Cc1nc(-c2coc3c(CN(C)C)c(O)ccc3c2=O)cs1 | 0 | -10 | -3 | 1 | 2 | -3 | -9 | 4 | 0 | 19*
Cc1ccc(-c2cc(C(=O)Nc3ccccn3)c3ccccc3n2)o1 | 3 | 2 | 19 | 6 | 5 | 13 | 4 | -10 | -5 | -5.0
O=C(Nc1ccc(F)cc1)c1cccnc1N1CCCCC1 | 1 | -2 | 1 | 1 | -4 | 3 | 10 | 4 | 3 | -0.3
Cc1cc(OC(=O)c2c(Cl)cc(Cl)cc2Cl)nc(C)n1 | -1 | 0 | 3 | 6 | 2 | -5 | -2 | 3 | 6 | -0.8
COc1cc(OC)c(CN2CCN(c3ccc(F)cc3)CC2)cc1Br | 0 | -5 | 3 | -2 | 0 | -12 | 8 | -1 | -1 | -0.4
NNC(=O)C12CC3CC(C1)CC(n1ncnn1)(C3)C2 | -2 | 2 | -2 | -1 | -3 | 10 | -11 | 0 | 4 | 0.4
Cn1cc(Cl)c(-c2n[nH]c(=S)n2C2CCCCC2)n1 | 2 | -3 | -5 | 0 | 0 | 2 | 2 | -1 | 4 | -0.4
Cn1c(SCC(=O)NCc2ccco2)nnc1-c1cccs1 | 6 | -2 | 9 | 5 | -3 | 3 | -13 | -1 | 2 | 0.1
c1ccc(-c2noc(CN3CCN(c4cnccn4)CC3)n2)cc1 | -9 | 4 | -3 | 0 | -2 | -1 | 2 | 4 | 7 | 0.4
CCSc1cc(N2CCCC2)nc(-c2ccccc2)n1 | -6 | 10 | -3 | -1 | -4 | 3 | 4 | -2 | 5 | 0.4
COc1ccc(C(=O)N2CCc3cc(OC)c(OC)cc3C2)cc1OC | -1 | -5 | -1 | -2 | 1 | -1 | 4 | -4 | -1 | 0.0
O=C(NC12CC3CC(CC(C3)C1)C2)c1cccnc1Cl | 0 | 6 | -1 | 0 | 0 | 1 | 3 | -2 | 8 | 0.5
Cc1ccccc1CNC1CCCCC1 | -4 | 0 | -2 | 3 | -1 | 2 | -11 | 2 | -8 | -0.2
O=Cc1cn(-c2ccccc2)nc1-c1cc2cc(O)ccc2oc1=O | 11 | -2 | 2 | 10 | -3 | -1 | 12 | -38 | -5 | 197*
CCC(C)[C@H](NC(=O)NCc1ccc(Cl)cc1)C(=O)OC (some centres undefined) | 2 | 4 | -5 | 1 | 1 | 3 | -1 | 1 | 17* | 0.0
COc1ccc(C/C(C)=N/NC(=S)Nc2ccccc2F)cc1 | -2 | -1 | 9 | 3 | 1 | -6 | -5 | 9 | -1 | 0.0
C=CCNC(=O)CN1C2CCCC1CC(NC(=O)c1ccccc1C)C2 (centres undefined) | 1 | 5 | -1 | -2 | -3 | 3 | 3 | -3 | 5 | -1.4
N#CC1=C(SCc2ccccc2)NC(=O)CC1c1cccc(O)c1 (centres undefined) | -3 | 4 | -6 | -3 | 3 | -4 | 5 | 14 | 0 | 0.4
COc1ccccc1CC1CC(=O)N(c2cccc(Cl)c2C)C1=O (centres undefined) | 1 | -4 | 1 | 0 | -1 | 19* | 9 | -2 | 1 | 0.5
CCCOC(=O)c1ccc(NC(=O)C(=O)NCCN(CC)CC)cc1 | 2 | 6 | 1 | 4 | 0 | 3 | -9 | 4 | -3 | -0.3
CC(CN1CCCCCC1)C(=O)NN (centres undefined) | 5 | -4 | -9 | -1 | 1 | 7 | 1 | 2 | 0 | -0.6
C=CCn1c(SCC(=O)NC(=O)c2cccn2C)nc2ccccc2c1=O | -5 | -6 | -1 | 0 | 4 | 0 | -6 | 2 | 0 | 0.2
O=C(CNC(=O)c1ccccc1)OCc1nnc(-c2ccc(Cl)cc2)o1 | 4 | 5 | -5 | -4 | -1 | 7 | 8 | -1 | 4 | -0.5
Cn1c(SCC(=O)NCc2ccc3c(c2)OCO3)nnc1-c1cc2ccccc2cc1O | 0 | -3 | -1 | -4 | -2 | 7 | -1 | 6 | -5 | -2.3
O=C(NC1CCCCN(Cc2cccc(Cl)c2)C1=O)c1ccccc1 (centres undefined) | -3 | 4 | 2 | 1 | 2 | · | 3 | 1 | -3 | 0.5
CC(=O)Nc1ccc(S(=O)(=O)N(C#N)c2nc(C)cc(C)n2)cc1 | -1 | -10 | 0 | -1 | 1 | 6 | 8 | -2 | -3 | -0.3
CC(C)(C)C(=O)COC(=O)c1ccc(N)c([N+](=O)[O-])c1 | 6 | -3 | -1 | 0 | 1 | 2 | 7 | -4 | 7 | 0.2
Cc1noc(C)c1S(=O)(=O)N(C)C[C@@H]1OCc2cn(nn2)CCCC(=O)N([C@H](C)CO)C[C@H]1C | -2 | 0 | -4 | 2 | 1 | -4 | -8 | 2 | -6 | -0.1
COc1ccc(C2C(C(C)=O)=C(C)Nc3ncnn32)cc1[N+](=O)[O-] (centres undefined) | 2 | 0 | 0 | -2 | -3 | -1 | -8 | -1 | 2 | 0.6
CC(=O)c1cccc(S(=O)(=O)NC2CC2)c1 | 3 | 6 | 23* | 0 | -1 | -4 | -7 | 13 | 2 | -0.2
CCC(C)(C)NC(=O)CN(CCc1cccc(C)c1)C(=O)c1csnn1 | -1 | -1 | 5 | -1 | -7 | -1 | -15 | -5 | 7 | 0.1
Cc1ccc2oc(=O)c3cnn(CC(=O)N(CCC(C)C)Cc4ccco4)c3c2c1 | -2 | 1 | 2 | 1 | -6 | 5 | 1 | 6 | -1 | 0.2
COc1cccc(NC(=O)CSc2ccc3nnc(-c4ccccn4)n3n2)c1 | 2 | -5 | -4 | -1 | 2 | 1 | 7 | 3 | -10 | -0.2
COc1ccc(-c2cc(CCC(=O)N3CCN(c4cc(C)ccc4C)CC3)[nH]n2)cc1 | 0 | 5 | -1 | -1 | 0 | 4 | -7 | -4 | 2 | 0.4
Cc1sc2nc(SC3CCOC3=O)n(Cc3ccccc3)c(=O)c2c1C (centres undefined) | 4 | 6 | 1 | -1 | 3 | 8 | 5 | 2 | 0 | 0.4
CC(=O)CCC(=O)OCC(=O)Nc1ccc(SC(F)F)cc1 | 3 | 5 | 27* | 4 | -8 | -1 | -10 | 0 | 5 | 0.3
Cn1c(=O)[nH]c(=O)c2c1nc(Br)n2CC(O)COCc1ccccc1 (centres undefined) | 6 | 6 | -2 | 1 | -1 | -2 | -8 | 6 | 7 | -0.5
Cc1ccc(C(=O)O)cc1NC(=O)C1CCCN1S(=O)(=O)c1cccc2nsnc12 (centres undefined) | -3 | 3 | -2 | 0 | 0 | 2 | -5 | 3 | 3 | -0.8
CC(C)N(C(C)C)S(=O)(=O)c1ccc(NN)nc1 | 5 | -7 | -4 | -2 | 2 | 1 | 11 | 6 | -1 | 0.0
Cc1ccc(NC(=O)c2ccc(F)c(S(=O)(=O)N3CCOCC3)c2)cc1F | -4 | -1 | -2 | 0 | -1 | 6 | 7 | -7 | -7 | -0.2
O=C(CSC(=S)N1CCCCC1)N1N=CCC1c1ccccc1 (centres undefined) | 2 | 10 | -4 | -1 | -2 | 1 | 5 | -1 | -1 | -0.1
COCCN1C(=O)CSCC1(C)C(=O)Nc1c(C)cccc1C (centres undefined) | 5 | -9 | 3 | -1 | -1 | 0 | -4 | 1 | 1 | 0.3
O=C(Nc1ccc(S(=O)(=O)NC2=NCCCCC2)cc1)c1ccc(=O)[nH]c1 | -2 | -9 | -1 | -2 | -1 | 2 | 2 | -6 | -1 | 0.4
Cc1cccc(NC(=S)NCc2ccccn2)c1 | -2 | 2 | 2 | -1 | -4 | -7 | 3 | 4 | 12 | -0.5
CCOC(=O)N1CCN(c2cc(=O)n(-c3ccc(Br)cc3)c(=O)[nH]2)CC1 | 3 | 0 | 4 | 2 | -1 | -12 | -6 | -3 | -4 | 0.9
Brc1ccccc1C1=Nn2c(nnc2-c2ccccc2)SC1 | 6 | 4 | -1 | 1 | 3 | -2 | -2 | 0 | 2 | 0.6
Cc1cc[n+](CC(=O)c2cccc([N+](=O)[O-])c2)c2ccccc12 | -1 | 3 | 1 | 1 | -1 | 10 | -4 | -1 | -3 | -0.6
COc1ccc2cc(S(=O)(=O)N3CCN(C)CC3)ccc2c1 | 0 | -6 | 1 | -2 | 0 | 5 | -10 | 5 | 0 | 0.0
C=CCOC(=O)/C(=C\c1ccccc1)NC(=O)c1ccc(C)cc1 | 0 | 4 | -1 | -1 | -1 | 10 | 6 | 1 | 2 | -0.4
CCOC(=O)[C@H]1[C@H]2COc3ccc(Cl)cc3[C@@H]2N2C(=O)CN(Cc3ccc(Cl)cc3)C(=O)[C@@]12C | 7 | 4 | 2 | 5 | -3 | -2 | 1 | 2 | -4 | -0.1
COc1cc(CN2CCCC(C)C2)ccc1OCc1ccccc1 (centres undefined) | 2 | 0 | -5 | 0 | 6 | -2 | -16 | 5 | 0 | 0.2
